Mm-Cpn inhibitor = M. maripaludis TRiC chaperonin inhibition; purified Mm-Cpn ATPase, ADP Transcreener TR-FRET; Potency, µM (titrated, usually from 76.9 µM), for inactives: at the highest dose activity, negative = inhibition, actives largely listed as inhibitors; actives 0.031% (n = 330,000); also: potency is read from the fitted curve at half-maximal effect; % is scaled to controls: 0 for no effect and ±100 for the full control effect; nearly all actives have a fitted effect of over 80% in size
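Inhibition of chaperonin ATP hydrolysis is measured as reduced ADP production, detected by competitive TR-FRET in which signal falls with ADP. Final enzyme 25 nM and ATP 10 uM, reacted 30 min at 37°C.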
pAkt inh = blocks phosphorylation of Akt; Neuro2A IGF-stimulated pAkt S473 HTRF, 20 min; active compounds read low; activity change, % for hits at 50 µM; actives 0.32% (n = 360,000); AID 651550; in the data active = activity change below about -80%; inconclusive = mostly about -51% to -80%; also: % is scaled to controls: 0 for no effect and ±100 for the full control effect
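Single-point screen (50 µM final compound) in Neuro2A cells stimulated 20 min with 6 nM IGF at 37 deg C. After lysis, Ser473-phosphorylated Akt read by HTRF (ex 330 nm, em 615/665 nm) as the 665/615 ratio.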
HEK293 tox = cytotoxicity counter-screen for GLP-1 receptor inverse agonists. HEK293 cAMP-luciferase reporter cells, luminescence, 24 h. Potency, µM (highest dose often 38.3 µM), inactives show at the top dose activity change, negative = inhibition, usual class: inhibitors. actives 0.13% (n = 410,000). AID 624418;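 also: loss of luciferase light is scored as toxicity; potency is read from the fitted curve at half-maximal effect; % is scaled to controls: 0 for no effect and ±100 for the full control effect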
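Luminescence readout: signal drop marks cytotoxicity. Plated cells grew 12 h at 37 °C, 5% CO2, received 23 nL compound for 24 h, then got luciferase reagent, read after 12 min at RT.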
PTHR1 ag = agonists of human PTHR1 parathyroid hormone receptor. Q03431. HEK293 GP2 PTHR1 cells, GloSensor cAMP luminescence, 1 h. Potency, µM (highest dose often 115 µM), without a hit: at the top dose activation, most hits filed as activators. actives 0.075% (n = 410,000). AID 743266; also: potency is read from the fitted curve at half-maximal effect; nearly all actives have a fitted effect of over 55% in size; some results filed as inactive show a strong effect at the top dose; inactives centre near -15; many of its hits are not listed in these tables
Target sequence (Q03431 whole entry, looked up): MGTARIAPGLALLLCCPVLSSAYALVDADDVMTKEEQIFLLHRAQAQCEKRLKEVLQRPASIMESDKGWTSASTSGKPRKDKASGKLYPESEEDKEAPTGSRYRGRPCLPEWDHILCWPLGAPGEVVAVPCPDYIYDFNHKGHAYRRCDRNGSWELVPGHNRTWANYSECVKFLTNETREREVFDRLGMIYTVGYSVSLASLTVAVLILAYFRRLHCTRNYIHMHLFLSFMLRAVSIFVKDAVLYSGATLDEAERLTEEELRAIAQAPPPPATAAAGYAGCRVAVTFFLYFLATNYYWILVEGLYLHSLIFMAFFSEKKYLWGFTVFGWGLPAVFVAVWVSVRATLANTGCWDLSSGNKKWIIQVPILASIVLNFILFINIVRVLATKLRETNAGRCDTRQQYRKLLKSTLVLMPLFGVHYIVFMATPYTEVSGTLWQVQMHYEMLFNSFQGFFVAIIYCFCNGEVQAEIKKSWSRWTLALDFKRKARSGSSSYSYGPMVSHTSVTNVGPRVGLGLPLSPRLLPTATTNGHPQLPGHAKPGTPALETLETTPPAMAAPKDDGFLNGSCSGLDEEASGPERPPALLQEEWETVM
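HEK-293-derived GP2 cells expressing PTHR1 and a GloSensor cAMP reporter, 3,000/well, plated overnight, given luciferin plus IBMX (each 0.5 mM as added) for 1 h at 37 °C, then compound for 1 h at 37 °C. Luminescence was read after 15 min at room temperature.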
TDP43 rescue = inhibitors of TDP-43 toxicity in yeast; TDP-43 expressing yeast growth rescue, BacTiter-Glo, 24 h; Potency, µM (top dose mostly 46.1 µM), without a hit: at the top dose growth rescue (activation), most hits filed as activators; actives 1.8% (n = 410,000); AID 652104; also: potency is read from the fitted curve at half-maximal effect; % of control where 0% means no effect; nearly all actives have a fitted effect of over 50% in size
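Yeast cells expressing TDP-43 under galactose induction are exposed to compounds for 24 hr at 30 deg C. BacTiter-Glo luminescence measures growth, so protective compounds score as activators.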
FUS yeast rescue = suppressors of FUS proteinopathy in yeast; actives 0.24% (n = 390,000); Potency, µM (highest dose often 76.6 µM), for the others: top-dose growth rescue (activation), usual class: activators; S. cerevisiae FUS-expressing, growth rescue, OD600, 24 h;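 also: potency is read from the fitted curve at half-maximal effect; plate controls were DMSO vehicle for no effect and reference control for full effect; nearly all actives have a fitted effect of over 55% in size; some results filed as inactive show a strong effect at the top dose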
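Restored growth of FUS-toxic S. cerevisiae, read as 600 nm absorbance after 24 h at 30C in galactose medium (starting OD 0.005). Controls CP55940 and DMSO.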
aSyn yeast inh = inhibitors of alpha-synuclein toxicity in yeast | Yeast expressing alpha-synuclein, growth rescue, BacTiter-Glo, 24 h | Potency, µM (highest dose often 46.1 µM), for inactives: at the highest dose growth rescue (activation), usual class: activators | actives 0.14% (n = 370,000); also: potency is read from the fitted curve at half-maximal effect; % of control where 0% means no effect; nearly all actives have a fitted effect of over 65% in size
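Screening used galactose-induced yeast with toxic alpha-synuclein levels, exposed to compound for 24 hr at 30 deg C. Cell growth, read with BacTiter-Glo luminescence, gave the measured signal.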
GLP1R inv ag = GLP-1 receptor (human) inverse agonism. actives 1.6% (n = 410,000). Potency, µM (highest dose often 38.3 µM), for the others: at the top dose activity change, negative = inhibition, hits mostly inhibitors. AID 624417. HEK293 GLP-1R CRE-luciferase, luminescence, 24 h; GLP-1R form is constitutively active. P43220; also: potency is read from the fitted curve at half-maximal effect; % is scaled to controls: 0 for no effect and ±100 for the full control effect; nearly all actives have a fitted effect of over 55% in size
Target sequence (P43220 whole entry, looked up): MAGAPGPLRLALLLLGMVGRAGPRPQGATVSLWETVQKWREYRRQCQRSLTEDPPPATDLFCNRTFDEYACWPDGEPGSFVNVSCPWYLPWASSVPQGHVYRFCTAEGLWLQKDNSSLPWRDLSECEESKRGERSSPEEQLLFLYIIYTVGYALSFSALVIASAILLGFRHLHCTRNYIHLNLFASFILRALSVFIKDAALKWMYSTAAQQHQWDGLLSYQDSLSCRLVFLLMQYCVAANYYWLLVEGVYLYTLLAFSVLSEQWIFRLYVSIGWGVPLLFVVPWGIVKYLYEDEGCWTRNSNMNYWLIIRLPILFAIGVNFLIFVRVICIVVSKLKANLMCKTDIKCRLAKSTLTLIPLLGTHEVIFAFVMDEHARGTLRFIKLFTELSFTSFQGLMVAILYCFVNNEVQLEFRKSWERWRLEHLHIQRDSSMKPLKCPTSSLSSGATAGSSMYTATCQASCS
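Inverse agonists were sought by their lowering of basal cAMP reporter luciferase output in HEK293 cells stably carrying constitutively active human GLP-1R, after 24 h compound treatment.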
Abeta yeast res = restores growth of yeast expressing A-beta42 peptide | yeast expressing A-beta42, growth rescue, OD600, 48 h; response scale: 0% DMSO, 100% iron-clioquinol control | AID 1347071 | Potency, µM (highest dose often 46.1 µM), for inactives: at the top dose growth rescue, most hits filed as activators | actives 0.063% (n = 410,000); also: potency is read from the fitted curve at half-maximal effect; nearly all actives have a fitted effect of over 55% in size
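Growth rescue measured by 600 nm absorbance after 48 h yeast culture at 30 C with compound. Values normalized between DMSO and an equimolar ferric chloride plus clioquinol control.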
An asterisk follows results filed as active; i = inactive; ? = inconclusive; · = no result given; [ ] = another dose, or the depositor's remark. Unless noted, calls follow the shape of the dose curve; as a rule, active = well fitted curve in the direction sought with a large enough effect; inconclusive = small, poorly fitted or top-dose-only effect, or another doubt; inactive = no such curve, though single readings can be large; an effect the other way counts as inactive or inconclusive.

canonical_smiles	Mm-Cpn inhibitor	pAkt inh	HEK293 tox	PTHR1 ag	TDP43 rescue	FUS yeast rescue	aSyn yeast inh	GLP1R inv ag	Abeta yeast res
CC(=O)NC1=NN(C(C)=O)C2(S1)C(=O)N(C(C)C)c1ccc(C)cc12 (stereo not given)	-1%	·	8%	i	-21%	15%	10%	-2%	-9%
CN(CC(=O)NCC(c1ccco1)N1CCCCC1)S(=O)(=O)c1ccc(Cl)cc1 (stereo not given)	-2%	i	0%	i	-23%	35%	-2%	13µM*	-2%
C/C(=N/NC(=O)CCc1ccccc1)c1ccco1	-4%	i	5%	-2%	8%	1%	0%	12%	-9%
CN1CCN(c2ccc(NC(=S)NC(=O)c3cccc4c(Cl)cccc34)cc2)CC1	1%	i	-1%	i	-11%	13%	18%	-4%	-16%
COc1ccc(C(=O)N2CCN(c3ccccc3Cl)CC2)cc1S(=O)(=O)NC1CC1	0%	i	-19%	-20%	-11%	29%	2%	-17%	-15%
CCc1ncc(CN2CCCC(C(=O)Nc3cccc(-c4ccc(F)cc4)c3)C2)cn1 (stereo not given)	1%	i	-15%	-14%	5%	14%	-1%	?	7%
O=C(COC(=O)CN1C(=O)COc2ccccc21)NC1CCCCC1	0%	i	1%	-20%	7%	4%	1%	-10%	-2%
COc1ccccc1N=c1scc(-c2ccc(S(=O)(=O)N3CCCC3)cc2)n1C	·	·	-1%	-40%	16%	36%	·	-25%	-2%
Nc1cc(Cl)ccc1C(=O)OCC(=O)NC1CCCCC1	-1%	i	5%	i	16%	-11%	4%	11%	-15%
CN(CCc1ccccn1)C(=O)CCC1CCCN(C(=O)c2cscn2)C1 (stereo not given)	1%	i	-3%	-32%[inhibitor]	-17%	-21%	-3%	1%	-2%
COc1ccc(C2/C(=C(/O)c3ccc(C)cc3)C(=O)C(=O)N2C)c(OC)c1 (stereo not given)	0%	i	0%	-16%	-12%	18%	11%	5%	-19%
CC(C)[C@H](NC(=O)c1cc2cc(Cl)ccc2n1C)C(=O)N[C@@H](C(=O)O)c1ccccc1	-4%	i	-4%	-13%	-9%	23%	-1%	4%	14%
Oc1ccccc1-c1nc(/C=C/c2ccc(F)cc2)no1	·	·	1%	-10%	2%	-3%	·	-6%	-10%
O=C(O)CC(c1ccccc1)c1ccc2c(c1)OCO2 (stereo not given)	·	i	3%	-10%	17%	-17%	?	14%	10%
Cc1ccc(-c2nn(CC(=O)NN3CCOCC3)c(=O)c3ccccc23)cc1	-5%	i	-40%	-33%[inhibitor]	3%	25%	0%	21%	15%
COc1ccc(CNC(=O)CCn2nc(C)c3c(C)n(-c4ccccc4)nc3c2=O)cc1OC	·	·	16%	-12%	-9%	-13%	·	2%	-2%
Cc1ccc(S(=O)(=O)N2CCc3cc4c(cc3C2C)OCCCO4)cc1 (stereo not given)	0%	i	11%	i	-4%	15%	-15%	?	-16%
Cc1ccnc2c(N3C(=O)C4C5c6ccccc6C(c6ccccc65)C4C3=O)cccc12 (stereo not given)	-3%	i	-11%	-11%[57.5 µM]	?	?	22%	?	-45%[inhibitor]
Cc1cccc(-c2nc3c(c(SCc4ccccc4Cl)n2)Cc2c(CO)cnc(C)c2O3)c1	·	·	3%	29%	16%	-1%	·	11%	-6%
CCOc1cc(C(=O)N2CCN(c3ccccn3)CC2)cc(OCC)c1OCC	-2%	i	14%	-16%	-3%	10%	0%	-1%	16%
CCc1ccc([C@H]2C(C(=O)O)=C[C@@H](C(C)(C)C)N2S(=O)(=O)c2ccc(C)cc2)cc1	0%	i	2%	-7%	14µM*	37%	-14%	?	-6%
O=C(NCc1ccco1)c1cc(NS(=O)(=O)c2cccc([N+](=O)[O-])c2)ccc1O	0%	i	18%	-24%	-1%	31%	-7%	-29%	-5%
CCCCc1nnc(NC(=O)C(C)Sc2nc(O)c(Cc3ccccc3)c(=O)[nH]2)s1 (stereo not given)	-1%	i	3%	i	-18%	22%	0%	-6%	3%
CCc1ccc(CNC(=O)Cc2ccc(NC(=O)N3CCSc4ncccc43)cc2)cc1	·	·	-14%	i	1%	12%	·	-27%	-7%
COC(=O)c1ccc2c(=O)n3nc(Nc4cc(OC)ccc4OC)sc3nc2c1	·	·	0%	3%	-3%	3%	·	4%	-9%
O=S(=O)(NCCc1ccccc1F)c1cccc(S(=O)(=O)N2CCOCC2)c1	4%	i	-39%	i	-16%	10%	1%	-14%	27%
O=C(Nc1cccc(-c2nc3ccccc3o2)c1)c1cc([N+](=O)[O-])ccc1N1CCOCC1	·	·	1%	-48%	22%	11%	-16%	4%	-19%
NC(=O)C1(N2CCCCC2)CCN(CC(=O)Nc2cc(Cl)ccc2Cl)CC1	-2%	i	-11%	-2%[57.5 µM]	-2%	32%	8%	0%	4%
O=C1c2ccccc2C(O)N1c1cccnc1 (stereo not given)	2%	i	4%	-21%	27%	-17%	1%	-15%	-5%
CC(Sc1nc2sc3c(c2c(=O)n1-c1ccccc1)CCCC3)C(=O)O (stereo not given)	-2%	i	-6%	i	-11%	-12%	5%	33%[activator]	3%

Three consecutive entries from above:
canonical_smiles	Mm-Cpn inhibitor	pAkt inh	HEK293 tox	PTHR1 ag	TDP43 rescue	FUS yeast rescue	aSyn yeast inh	GLP1R inv ag	Abeta yeast res
NC(=O)C1(N2CCCCC2)CCN(CC(=O)Nc2cc(Cl)ccc2Cl)CC1	-2%	i	-11%	-2%[57.5 µM]	-2%	32%	8%	0%	4%
O=C1c2ccccc2C(O)N1c1cccnc1 (stereo not given)	2%	i	4%	-21%	27%	-17%	1%	-15%	-5%
CC(Sc1nc2sc3c(c2c(=O)n1-c1ccccc1)CCCC3)C(=O)O (stereo not given)	-2%	i	-6%	i	-11%	-12%	5%	33%[activator]	3%

The results go on.
canonical_smiles	Mm-Cpn inhibitor	pAkt inh	HEK293 tox	PTHR1 ag	TDP43 rescue	FUS yeast rescue	aSyn yeast inh	GLP1R inv ag	Abeta yeast res
CCC1(c2ccc(F)cc2)NC(=O)N(CC(=O)Nc2cc(S(=O)(=O)N(C)C)ccc2Cl)C1=O (stereo not given)	5%	i	4%	-13%	11%	19%	1%	-19%	-5%
O=C(CCC(=O)N1CCN(S(=O)(=O)c2ccc(Cl)cc2)CC1)NC1CCCc2ccccc21 (stereo not given)	-3%	i	-16%	i	-21%	38%	0%	?	8%
COc1ccc(C(=O)N/N=C/c2ccc3cccc(O)c3n2)cc1	2%	i	-29%	-24%	-15%[9.22 µM]	13%	-1%	16%	11%
CN1CCN(S(=O)(=O)c2ccc(NC(=O)C3CCCCC3)cc2)CC1	·	i	10%	i	9%	-16%	0%	0%	-4%
COc1ccc(-c2cn(-c3ccc(OC)cc3)c3[n+]2-c2ccccc2CC3)cc1	-1%	i	?	-44%[inhibitor]	-1%	·	1%	?	16%
O=C(Cc1cccs1)NCCN1CCOCC1	-1%	i	-10%	i	-5%	·	-5%	1%	0%
Cc1noc(/C=C/c2ccccc2F)c1S(=O)(=O)N1CCC(C(=O)N2CCN(C)CC2)CC1	2%	i	28%	-8%	0%	0%	10%	9%	13%
CCOC(=O)N/N=C/c1ccc(OCCSc2ccc(Cl)cc2)c(OC)c1	2%	i	-1%[1.53 µM]	-24%	17%	-8%	4%	-11%	18%
c1ccc2cc(-c3csnn3)ccc2c1	0%	i	-14%	-11%	24%	-31%	3%	6%	-13%
Cc1ccc2nc(NCc3ccccc3Cl)c3nnnn3c2c1	·	·	-12%	-17%	?	-20%	·	9%	4%
CC1=CC(C)(C)N(C)C(=O)N1c1ccc(Cl)cc1	1%	i	20%	i	13%	-2%	0%	-11%	11%
CCNC(=S)NNC(=O)c1csc(C)c1	3%	i	-6%	i	-2%	·	-1%	7%	6%
COc1ccc(N2CCN(S(=O)(=O)CCNC(=O)COc3ccccc3C)CC2)cc1	-3%	i	1%	-17%	?	30%	6%	-25%	4%
N#C/C(=C\c1ccccc1OCC(=O)O)c1nc2ccccc2[nH]1	-2%	i	5%	-17%	1%	12%	-5%	30%	9%
Cc1ccc(-c2cc(NC=O)c3ncc(-c4cnn(C)c4)n3c2)cc1	·	i	-25%	-17%	20%	1%	-4%	?	-2%
CC1CCN(C(C(=O)NC2CCCCC2)c2cc3c(cc2[N+](=O)[O-])OCO3)CC1 (stereo not given)	0%	i	-16%	i	8%	·	0%	-1%	8%
Cc1ccc(Oc2ccc(Oc3ccc(C)cc3)nn2)cc1	-1%	i	-8%	-9%[57.5 µM]	11%	6%	8%	-28%	33%
CCN(CC)S(=O)(=O)c1cc([N+](=O)[O-])ccc1N=Nc1c(O)[nH]c2ccccc12	3%	i	-14%	-8%	?	·	0%	-13%	-11%
CCOc1ccc(S(=O)(=O)N2CCCC(C(=O)NCc3ccncc3)C2)cc1 (stereo not given)	1%	i	-27%	i	-7%	·	3%	-29%	3%

Screening results as filed in PubChem BioAssay.

This is a subset; rates above refer to the full screens.
